SENP8 block-1 = blocks human SENP8 cleavage of Nedd8 substrate. Q96LD8. recombinant SENP8, Nedd8 substrate fluorescence. inhibition, % at 20 µM. hit rate 0.64% among 360,000. AID 602440; in the data active = inhibition mostly above about 40%, no sharp cut-off; inactive = mostly below about 27%
Target sequence (Q96LD8 whole entry, looked up): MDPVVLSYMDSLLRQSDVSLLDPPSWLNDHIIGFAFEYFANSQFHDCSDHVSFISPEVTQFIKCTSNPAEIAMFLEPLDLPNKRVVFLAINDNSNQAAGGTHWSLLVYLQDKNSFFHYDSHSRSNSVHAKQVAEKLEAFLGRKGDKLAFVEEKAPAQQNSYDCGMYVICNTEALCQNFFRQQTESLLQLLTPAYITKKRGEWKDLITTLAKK
PfGluPho inh = PfG6PD (Plasmodium falciparum) enzyme inhibition; PfGluPho enzyme, NADPH resazurin-diaphorase fluorescence; inhibition, % at 20 µM; hit rate 0.78% among 350,000;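 active = inhibition reaching at least a set limit at 20 µM in the primary screen, cut at about 59% in these data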;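 also: 0% = DMSO wells with substrate and 100% = DMSO wells lacking glucose-6-phosphate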
UBC13 inh = blocks human UBC13 polyubiquitin chain formation. AID 485273. P61088. inhibition, % at 20 µM. TR-FRET. hit rate 0.47% among 330,000; in the data active = inhibition above about 45%, passing the limit was not always enough
Target sequence (P61088 whole entry, looked up): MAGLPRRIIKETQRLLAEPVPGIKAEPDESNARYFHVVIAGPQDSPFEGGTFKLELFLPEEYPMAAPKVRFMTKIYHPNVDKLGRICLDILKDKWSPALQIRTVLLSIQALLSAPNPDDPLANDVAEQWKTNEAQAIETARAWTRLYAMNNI
HKDC1 inhibitor = inhibitors of human hexokinase HKDC1; Q2TB90; recombinant HKDC1, G6PDH/diaphorase resazurin coupled fluorescence; inhibition, % at 20 µM; hit rate 0.16% among 340,000;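 active = inhibition above about 35% when tested at 20 µM, limit read from the data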;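 also: plate controls were DMSO wells with enzyme for no effect and DMSO wells lacking enzyme for full effect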
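Incubation: 90 min at room temperature in dark / Material: recombinant HKDC1 (HK5) hexokinase enzyme, produced in-house / Quantity: enzyme 5 µg/mL final / Compound: one dose of 20 µM, 1% DMSO / Reagent: glucose and ATP substrates / Buffer or medium: Tris pH 8.0 buffer with MgCl2, Tween-20, BSA, BME / Technique: resorufin fluorescence at 613 nm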
SENP8 block-2 = inhibitors of human SENP8 protease; purified SENP8, Z-RLRGG-aminoluciferin cleavage, luminescence; inhibition, % at 10 µM; hit rate 1.2% among 330,000; AID 2540; in the data active = inhibition above about 50%
MIN6 prolif = induces beta-cell replication in MIN6 cells; MIN6 cells proliferation, ATPlite luminescence, 48 h; cells starved in 0.2% serum; 100% = growth in 10% serum; proliferation, % at 10 µM; hit rate 0.29% among 330,000; AID 2380;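 active = compounds whose signal lies at least 3.5 SD above the mean of all wells on their plate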;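 also: 0% = DMSO-treated cells in low-serum medium and 100% = 10% serum control; some compounds called inactive have numbers as strong as hits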
SENP7 inh = inhibitors of human SENP7 protease | Q9BQF6 | recombinant SENP7, Z-RLRGG-aminoluciferin luminescence, 40 min | inhibition, % at 5 µM | hit rate 1.5% among 330,000;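 active = inhibition above about 50% at the single test dose, limit read from the data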;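 also: plate controls were DMSO with enzyme for no effect and no enzyme buffer wells for full effect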
SENP1 FRET inh = SENP1 (human) catalytic domain inhibition. Q9P0U3. recombinant SENP1 catalytic domain, CyPet-SUMO1-YPet FRET cleavage. inhibition, % at 10 µM. hit rate 0.21% among 360,000;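 active = inhibition at least 30% at 10 µM, raw YFP signal under a set limit, fluorescence ratio 0.5 to 1.5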;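 also: 0% = enzyme with DMSO and 100% = no enzyme wells; some results filed as inactive read as strong as hits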
Target sequence (Q9P0U3 419-644 limits assumed): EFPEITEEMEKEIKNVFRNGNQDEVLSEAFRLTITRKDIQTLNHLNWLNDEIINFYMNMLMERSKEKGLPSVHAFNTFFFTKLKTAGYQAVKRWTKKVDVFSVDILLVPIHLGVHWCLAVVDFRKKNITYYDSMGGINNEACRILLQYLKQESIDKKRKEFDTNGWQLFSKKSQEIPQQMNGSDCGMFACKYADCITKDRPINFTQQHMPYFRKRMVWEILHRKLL
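Assay system – human recombinant His6-tagged SENP1 catalytic domain enzyme · Input – SENP1 enzyme, 20 pM final · Buffer or medium – Tris pH 8 buffer plus EDTA, NaCl, BME, BSA, NP40, catalase · Schedule – 50 min reaction at room temperature · Technique – FRET read of cyan and yellow fluorescence · Control set – no-enzyme wells low, DMSO-plus-enzyme wells high control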
SENP6 inh = SENP6 protease inhibition; Q9GZR1; Recombinant SENP6 catalytic domain, aminoluciferin luminescence; inhibition, % at 10 µM; hit rate 1.8% among 330,000; AID 2599;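 active = inhibition above about 50% at the single tested dose, limit read from the data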;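 also: plate controls were DMSO wells with enzyme for no effect and DMSO wells lacking enzyme for full effect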
Target sequence (Q9GZR1 628-1112 limits assumed): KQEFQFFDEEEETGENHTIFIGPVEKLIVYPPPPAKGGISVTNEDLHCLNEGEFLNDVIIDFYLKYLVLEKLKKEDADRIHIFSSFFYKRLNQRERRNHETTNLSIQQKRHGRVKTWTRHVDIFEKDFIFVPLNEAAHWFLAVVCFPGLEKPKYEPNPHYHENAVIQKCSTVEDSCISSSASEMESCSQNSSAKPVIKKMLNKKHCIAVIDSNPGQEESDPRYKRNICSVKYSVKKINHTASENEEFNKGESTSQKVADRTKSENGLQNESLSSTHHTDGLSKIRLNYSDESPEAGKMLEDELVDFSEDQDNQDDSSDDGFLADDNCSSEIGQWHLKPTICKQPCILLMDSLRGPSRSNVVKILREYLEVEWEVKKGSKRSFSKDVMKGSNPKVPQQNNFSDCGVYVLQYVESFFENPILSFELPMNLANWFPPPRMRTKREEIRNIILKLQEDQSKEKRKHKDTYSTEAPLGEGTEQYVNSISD
An asterisk follows results filed as active; / = no result given.

SMILES	SENP8 block-1	PfGluPho inh	UBC13 inh	HKDC1 inhibitor	SENP8 block-2	MIN6 prolif	SENP7 inh	SENP1 FRET inh	SENP6 inh
Cc1ccc(SCC(=O)NC(=O)NCc2ccco2)c(C)c1	12	21	10	5	1	2	2	-1	-2
CCn1c(CCNC(=O)c2ccccc2Cl)n[nH]c1=S	11	11	3	-1	-3	-1	13	0	-7
COc1ccc(NC(=O)CSCC(=O)Nc2nnc(C)s2)cc1	8	17	2	0	0	-5	0	0	-1
CCOC(=O)c1ccccc1NC(=O)CN1CCC(n2nnc3cc(C(F)(F)F)ccc32)CC1	19	5	-1	1	1	-6	2	2	-14
Cc1cc(C)cc(N(CC(=O)N2CCN(Cc3ccccc3)CC2)S(=O)(=O)c2c(C)noc2C)c1	12	1	3	-4	8	-2	1	2	1
Cc1ccc(NS(=O)(=O)c2cccc(C(=O)N(C)Cc3cccs3)c2)cc1	6	3	5	19	3	1	-2	2	-13
CCOC(=O)N1CCN(c2c(N3CCc4ccccc43)c(=O)c2=O)CC1	18	-17	-11	2	3	1	-7	3	-21
COc1cc2sc(-c3ccccc3OC)c(-c3ccc(OCCN4CCCCC4)cc3)c2cc1OC	-48	18	76*	-2	-7	-6	7	1	4
COc1ccc(CN2CC(C(=O)NCCc3ccccc3)CC2=O)cc1 (stereo not drawn)	14	4	-1	-4	-5	4	9	1	-1
Cc1c(NC(=O)c2cnc(Cl)c(Cl)c2)c(=O)n(-c2ccccc2)n1C	13	-21	4	1	-11	-2	-12	1	-28
O=C(NNC(=S)NCc1ccccc1)c1ccc(Br)o1	11	-3	-5	2	-2	0	1	-3	-8
O=C(CCC(=O)Nc1ccccc1)NCCO	22	-12	2	-11	-1	-2	-6	0	3
CCCCC(=O)Nc1ccc(Br)cc1C(=O)O	18	16	2	3	-11	-1	-8	0	-4
CCCCCCCc1nc2c(=O)n(C)c3ccccc3c2o1	-1	8	0	0	7	1	4	-1	8
O=C(c1ccco1)N1CCN(c2ncnc3c(-c4ccc(Cl)cc4)nsc23)CC1	-289	12	10	-4	6	-1	9	-1	-3
CN(CC(=O)Nc1ccc(Cl)c(C(F)(F)F)c1)C(=O)C1CC(=O)N(Cc2ccco2)C1 (stereo not drawn)	4	16	-4	0	4	0	2	-2	9
CC(C)(C)C1CCC(C(=O)Nc2nccs2)CC1 (stereo not drawn)	-2	-16	-2	3	-6	0	4	1	4
CCS(=O)(=O)C1=NN2C(=N)/C(=C\c3ccc(OCCOc4cccc(OC)c4)c(OC)c3)C(=O)N=C2S1	3	-23	/	14	/	/	/	-22	/
C[C@H](CO)N1C[C@H](C)[C@@H](CN(C)S(=O)(=O)c2cccs2)Oc2ccc(NC(=O)Nc3ccc(C(F)(F)F)cc3)cc2C1=O	3	27	-4	0	3	-6	2	1	2
C/C(=N\NC(=O)c1cc2ccccc2cc1O)c1ccc2c(c1)OCO2	-111	24	-4	2	12	-4	6	5	20
CN(C1=NC(=O)CS1)c1ccc(O)cc1	38	-2	-3	-2	4	1	6	5	-11
COc1cccc(-n2nnnc2SCC(=O)Nc2ccc3c(c2)OCCO3)c1	9	2	0	-3	5	0	3	6	-6
COCCNC(=O)c1ccc(CN2CCc3ccccc3C2)cc1	15	7	2	11	2	-1	3	-4	8
Cc1cc2c(=O)n(C)c(SCC(=O)NCC3CCCO3)nc2s1 (stereo not drawn)	-10	-11	/	-3	/	/	/	-3	/
Cc1onc(-c2c(F)cccc2Cl)c1C(=O)NCCCN1CCOCC1	-2	-6	12	-12	4	2	-6	-1	-6
O=C(COC(=O)CCc1ccccc1)Nc1ncc(Cl)cc1Cl	-1	-15	-8	-4	1	0	3	-3	11
CN(C)CCNc1ncnc2c1sc1nc(N3CCCC3)c3c(c12)CC(C)(C)OC3	-310	7	24	10	3	-4	6	-15	-17
CCOc1ccc(C(=O)Nc2cccc(-c3nc4ccccc4[nH]3)c2C)cc1[N+](=O)[O-]	-2	-7	-20	0	-4	-3	-4	-1	-7
CCc1c(C)sc(NC(=O)Cc2ccccc2C)c1C(=O)N1CCOCC1	-3	2	-2	-3	-9	1	-5	1	-12
COCCN(C(=O)COC(=O)c1ccc2c(c1)OCCO2)c1c(N)n(Cc2ccccc2)c(=O)[nH]c1=O	11	-7	-12	-4	-5	0	-6	1	-5
CCCCN(C)C(=O)C(Cc1ccccc1)NS(=O)(=O)c1ccc2c(c1)c(=O)n(C)c(=O)n2C (stereo not drawn)	7	9	-3	-8	-10	-1	-7	-3	-3
CCOc1ccc(C(=O)NCC(=O)OCCN2C(=O)c3ccccc3C2=O)cc1OCC	16	3	-12	0	-3	0	-8	0	-21
Nc1c2c(nc3ccccc13)CCC2	11	0	-2	-11	0	-3	-4	0	2
Cc1sc2ncn(CC(=O)NCCCC(=O)N3CCN(c4ccccn4)CC3)c(=O)c2c1C	24	-4	3	-6	-1	2	4	1	-14
CCOC(=O)CC(=O)CSc1ncnc2c1oc1ccccc12	8	0	-23	-4	-2	-4	-2	-11	7
CC(C)(C)OC(=O)N[C@@H](COCc1ccccc1)C(=O)N[C@@H](CO)[C@H](O)[C@@H]1C[C@@H]1C(=O)NC1CC1	21	-4	-3	-3	-15	-2	-9	1	-7
CCC(C)(C)NC(=O)C(c1ccc(OC)cc1)N(C(=O)CCC(=O)Nc1cc(C)on1)C1CC1 (stereo not drawn)	11	-13	0	-2	-4	-4	-8	-1	-26
COc1ccc(NC(=O)c2sc3nc(C)nc(N4CCOCC4)c3c2C)c(OC)c1	8	-11	6	-4	-13	4	-6	1	0
CCOC(=O)c1nnsc1NC(C)=O	10	2	2	-5	-6	-4	-3	-8	-1
CC(Nc1ccccc1CO)C(=O)Nc1cccc(Cl)c1Cl (stereo not drawn)	1	5	-6	-7	-3	-2	0	1	-25
COc1ccc(S(=O)(=O)Nc2c(O)ccc3ccccc23)cc1OC	-144	57	-17	28	-3	-4	-11	0	1
CC1(C2CCCC2)NC(=O)NC1=O (stereo not drawn)	11	-20	/	-4	/	/	/	0	/
OC(c1cccc(OCc2ccccc2)c1)c1nnc(-c2ccccc2)o1 (stereo not drawn)	13	7	-8	2	-12	-7	-3	0	-25
CCCCCCCCS(=O)C1CS(=O)(=O)CC1O (stereo not drawn)	13	-4	-1	-3	-4	-2	2	2	-7
CC(=O)Nc1cccc(-c2nnc3n2CC(C)S3)c1 (stereo not drawn)	6	-2	-5	-13	-4	0	17	-2	4

Molecules listed so far that contain an NH in an aromatic ring:
SMILES	SENP8 block-1	PfGluPho inh	UBC13 inh	HKDC1 inhibitor	SENP8 block-2	MIN6 prolif	SENP7 inh	SENP1 FRET inh	SENP6 inh
CCn1c(CCNC(=O)c2ccccc2Cl)n[nH]c1=S	11	11	3	-1	-3	-1	13	0	-7
CCOc1ccc(C(=O)Nc2cccc(-c3nc4ccccc4[nH]3)c2C)cc1[N+](=O)[O-]	-2	-7	-20	0	-4	-3	-4	-1	-7
COCCN(C(=O)COC(=O)c1ccc2c(c1)OCCO2)c1c(N)n(Cc2ccccc2)c(=O)[nH]c1=O	11	-7	-12	-4	-5	0	-6	1	-5

Additional records:
SMILES	SENP8 block-1	PfGluPho inh	UBC13 inh	HKDC1 inhibitor	SENP8 block-2	MIN6 prolif	SENP7 inh	SENP1 FRET inh	SENP6 inh
O=C(CC(c1ccccc1)c1ccccc1)Nc1ncn[nH]1	16	-6	-15	-6	-9	-3	-5	1	-10
COc1cccc(N(C(=O)Cn2nnc(-c3ccc(Cl)cc3)n2)C(C(=O)NCC2CCCO2)c2ccc(C)cc2)c1 (stereo not drawn)	-1	-4	-9	-7	-11	-1	-4	3	-15
CCn1cc(C(=O)N2CCCC2)c(=O)c2cc(S(=O)(=O)N3CCOCC3)ccc21	-10	-4	1	-12	5	0	5	-4	7
COc1cc2c(=O)n(Cc3ccccc3)c(=O)n(CC(=O)NCc3ccco3)c2cc1OC	-146	-19	/	2	/	/	/	0	/
CCCCCC(=O)NN1C(=S)N(c2ccc(OC)cc2)C(=O)C1CC(=O)Nc1ccccc1 (stereo not drawn)	20	-3	-2	-5	-6	-2	-3	1	7
Cc1ccc(C(=O)c2sc3c(c2N)c(=O)[nH]c(=O)n3CCc2ccccc2)cc1	-27	-20	2	10	-7	-6	-5	-6	-45
CC1CC(C)CN(C(=O)COC(=O)c2cncc(Br)c2)C1 (stereo not drawn)	9	-5	14	-8	4	0	8	1	-9
CC(C)COC(=S)Nc1ccccc1	14	-16	-2	-4	-3	0	-2	3	4
CC(C)c1ccccc1-n1c(SCC(=O)N2CCc3ccccc3C2)nc2ccccc2c1=O	12	12	-17	-2	-11	-6	-6	-2	2
COC(=O)C(Cc1ccccc1)NC(=O)c1cc(S(=O)(=O)N(C)C)ccc1Cl (stereo not drawn)	18	0	-6	-1	1	-4	7	1	-4
Cc1ccc(C(=O)COC(=O)CN2C(=O)C3C4C=CC(C4)C3C2=O)cc1C (stereo not drawn)	11	8	2	-9	4	-3	-5	1	19
S=C(NCc1ccccc1)Nc1ccc(Oc2ccccc2)cc1	11	4	-1	1	-10	-5	-8	-1	-23
COc1ccc(OC)c(NC(=O)C2C3C=CC(C3)C2C(=O)NCc2cccnc2)c1 (stereo not drawn)	3	-5	2	-5	10	-3	-4	-2	17
COc1ccc(C(=O)C2CCCN(C(=O)Cn3nc(C)cc3C)C2)cc1F (stereo not drawn)	33	-1	-20	-9	-5	2	3	2	2
CC1CCCC(NC(=O)CN(C)S(=O)(=O)c2cnc[nH]2)C1C (stereo not drawn)	-1	-3	-5	-9	-6	-2	-11	1	-16
Cc1ccccc1NC(=O)Nc1nc2ccc(S(C)(=O)=O)cc2s1	0	-6	-4	-10	-12	4	51*	2	-12
Cc1cccc(CCN=c2c([N+](=O)[O-])nn(-c3ccccc3)n2O)c1	8	-8	-21	-4	-4	-5	3	1	3
CCCN(CC(=O)Nc1ccccc1C)C(=O)/C=C/c1cccs1	12	18	7	-1	-3	-3	1	1	-9
CCCSc1nnc(NC(=O)CSc2sc3c(O)cc(=O)[nH]c3c2C#N)s1	1	-6	-12	13	2	0	2	1	-12
Cn1c(CN2CCN(C(=O)c3ccco3)CC2)nc2cc([N+](=O)[O-])ccc21	-4	15	-1	1	-4	4	-3	1	-9
COc1cc(NC(=O)c2ccc(Cl)cc2)c(OC)cc1Cl	4	8	5	11	-6	-3	-3	-1	-9
Clc1ccc(-n2cccc2)cn1	3	-10	-13	-10	-12	-2	-7	-7	-9
Cc1cc(C(=O)N/N=C/c2c(CO)cnc(C)c2O)c2ccccc2n1	-10	-2	40	-23	2	1	-9	12	5
CC1CN(C(=O)c2ccc(NS(=O)(=O)c3ccc(F)c(F)c3)cc2)CC(C)O1 (stereo not drawn)	5	-5	-1	0	-5	1	17	0	-12
CC(C)c1cc(C(=O)Nc2sc3c(c2C#N)CCC3)no1	9	22	5	-1	4	-3	2	0	4
CCN(C(N)=S)c1ccccc1	-51	-5	0	-8	1	-1	9	1	-8
CN1CCN(c2nc(-c3ccccc3)c3cc(Cl)ccc3n2)CC1	-303	3	27	-2	-4	-3	3	-106	-19

Printed as active in SENP7 inh, of those listed so far:
| Compound | PfGluPho inh | UBC13 inh | HKDC1 inhibitor | SENP8 block-2 | SENP7 inh | SENP1 FRET inh | SENP6 inh |
| --- | --- | --- | --- | --- | --- | --- | --- |
| Cc1ccccc1NC(=O)Nc1nc2ccc(S(C)(=O)=O)cc2s1 | -6 | -4 | -10 | -12 | 51* | 2 | -12 |

Screening data (PubChem)
